# Growth percent in the NCI-60 one-dose screen (48 h, 10 µM unless noted): 100 = growth as untreated, 0 = no growth, -100 = all killed.
# SK-MEL-2 = SK-MEL-2 melanoma | 4.7% of 77,000 active
# HS 578T = HS 578T breast cancer. 4.1% of 78,000 active. AID 1794788
# UACC-62 = UACC-62 melanoma; AID 1794756; 5.4% of 81,000 active
# BT-549 = BT-549 breast cancer; 4.4% of 78,000 active; AID 1794793
# UACC-257 = UACC-257 melanoma. 4.4% of 78,000 active
# LOX IMVI = LOX IMVI melanoma; 7.4% of 79,000 active; AID 1794757
# MALME-3M = MALME-3M melanoma. 5.8% of 78,000 active
# T-47D = T-47D breast cancer. 5% of 79,000 active. AID 1794792
# The depositor's hits bear a star; . = no result given; [ ] = remark or other dose. How the source made its calls: active means growth percent below 10; inactive means the rest.
SMILES,SK-MEL-2,HS 578T,UACC-62,BT-549,UACC-257,LOX IMVI,MALME-3M,T-47D
Cc1ncc(C(=O)Nc2ccc(CN3CCN(C)CC3)c(C(F)(F)F)c2)cc1C#Cc1cnc(N)c2ccc(C#N)cc12,-6.4*,-8.9*,-8.3*,44,-9.1*,-90*,-56*,19
COc1ccc2c(c1)/C(=C\c1c[nH]c3ccc(F)cc13)C(=O)N2,.,100,91,106,108,74,120,43
Cn1c(SCC(=O)c2ccc([N+](=O)[O-])cc2)nc2ccccc2c1=O,108,105,91,98,100,103,106,100
Clc1nc(Cl)c(C2CC(c3ccc4c(c3)OCO4)=NN2c2ccccc2)s1 (configuration not stated),95,104,89,.,99,99,108,98
COc1ccc(-n2ncc3c2CCc2cc(S(=O)(=O)c4ccccc4)c(=O)n(Cc4ccccc4)c2-3)cc1,85,81,84,76,80,86,83,79
Nc1nc(-c2ccccc2Cl)cs1,105,111,80,110,107,106,133,98
CCCN1C(=O)[C@H]2Cc3c([nH]c4ccccc34)[C@H](C)N2C1=S,98,94,83,94,95,106,93,.
COc1cc(-c2cc(-c3ccc(Br)cc3)nc3nc(N)[nH]c(=O)c23)ccc1Oc1ccnc2cc(Cl)ccc12,104,101,96,125,100,101,112,82
CC(C)(O)c1ccc2c(c1)CC[C@@H]1C(C)(C)C(=O)CC[C@@]21C,104,98,94,113,110,95,100,99
O=c1[nH]cnc2c1cnn2-c1ccccc1,110,101,105,103,96,106,103,96
CCOC(=O)CCc1nc2ccccc2[nH]1,105,101,101,95,111,98,100,95
C=CCn1c(SCC(=O)Nc2ccc(C(=O)/C=C/c3ccc(Cl)cc3)cc2)nnc1-c1ccccc1,109,111,85,71,111,92,99,73
Nc1nnc(-c2cc(=O)oc3ccc(Cl)cc23)o1,106,83,93,95,104,94,96,92
C=C(C)[C@@H]1CC[C@]2(C(=O)N/N=C/c3cccnc3)CC[C@]3(C)[C@H](CC[C@@H]4[C@@]5(C)C/C(=C/c6cccnc6)C(=O)C(C)(C)[C@@H]5CC[C@]43C)[C@@H]12,95,100,69,84,87,.,101,41
CN(C)C1CCN(Cc2ccc(NC(=O)c3cncc(C#Cc4cnc(N)c5ncccc45)c3)cc2C(F)(F)F)CC1,80,45,91,104,16,64,-63*,94
CN(/C=C(\C#N)S(=O)(=O)c1ccccc1)Cc1ccccc1,117,118,100,92,89,104,117,101
N#C/C(=C\c1ccc(-c2cc(Cl)ccc2Cl)o1)c1nc2ccccc2c(=O)[nH]1,103,99,92,105,104,.,99,93
NNC(=O)c1cccs1,129,94,.,107,92,100,105,105
Cc1cc(Nc2nc(N3CCNCC3)nc3ccccc23)n[nH]1,54,65,75,89,87,89,80,93
CCOC(=O)/C(=C/c1ccc(OC)cc1)N(CC)CC,103,94,102,108,103,98,108,93
O=C(Nc1nc2ccc(Cl)cc2s1)c1ccc(Cl)cc1,111,99,102,107,94,99,110,93
Oc1ccccc1/C=C/c1nc2ccccc2n2c(-c3ccc(Cl)cc3)nnc12,54,77,65,47,84,69,92,38
Fc1ccc(-c2nc(C(Cl)Cl)nc3cc(-c4ccccc4)nn23)cc1,115,-7.4*,41,52,1.4*,32,-15*,44
O=c1[nH]c(=O)n(C2OC(CO)C(O)C2O)cc1N1CCOCC1 (configuration not stated),101,114,100,95,108,97,.,117
Cc1cc(N2CCOCC2)nc(N(CCCNc2ccnc3cc(Cl)ccc23)Cc2ccco2)n1,12,69,.,38,85,5.0*,54,35
SMILES,SK-MEL-2,HS 578T,UACC-62,BT-549,UACC-257,LOX IMVI,MALME-3M,T-47D
CCc1nc(N)c(C)c(CC)n1,112,105,100,116,116,114,105,103
OCc1ccccc1CC(O)C(O)c1ccccc1 (configuration not stated),.,100,93,110,94,98,103,102
Cc1cc(=O)n2n1-c1ccc3ccccc3c1NC2c1ccc2c(c1)OCO2 (configuration not stated),113,94,88,99,91,95,94,92
Cc1ccc2c3c(c(=O)[nH]c2c1)C(c1ccc(Cl)cc1)c1c(ncn2nc(C)nc12)O3 (configuration not stated),107,103,88,101,97,98,101,91
O=c1c(-c2nc3ccccc3[nH]2)cc2ccccc2n1Cc1cn(Cc2ccc(F)cc2)nn1,36,-6.4*,17,22,50,13,13,42
CCCCCCCCCCCCCCCCNC(=S)N/N=C/c1cccc(OC)c1OC,95,105,88,107,.,93,118,99
O=C(CCCl)OCc1ccc([N+](=O)[O-])o1,99,106,96,106,97,97,95,95
CCOC(=O)C(C)(C)C(=O)OCC,105,107,107,98,107,92,104,106
Cc1nc2sc(C(=O)Nc3ccccc3)c(N)c2cc1C(O)c1ccccc1 (configuration not stated),55,8.0*,35,68,73,27,61,55
CC(=O)[C@@]1(O)[C@H](O)C[C@H]2[C@@H]3CCC4=CC(=O)C=C[C@]4(C)[C@@]3(F)[C@@H](O)C[C@@]21C,145,.,108,75,95,100,88,77
COc1cccc(OCC(O)CN2CCN(c3ccccc3)CC2)c1 (configuration not stated),.,117,94,.,134,104,145,100
S=c1c2ccccc2c(=S)n(-c2ccccc2)n1-c1ccccc1,102[100 µM],101[100 µM],78[100 µM],100[100 µM],90[100 µM],.,95[100 µM],90[100 µM]
C[N+](C)(C)CCOC(=O)C1CCC[N+](C)(Cc2ccccc2Cl)C1 (configuration not stated),108,99,.,100,117,98,82,110
O=C(NC(=S)N1CCN(c2ncnc3c2cnn3-c2ccccc2)CC1)c1ccc(Cl)cc1,89,33,69,64,84,14,56,57
COc1cc(CC(=O)c2ccc(O)c(OC)c2)ccc1O,106,98,95,110,80,97,107,90
Oc1cccc2c1CCCC2O (configuration not stated),114,99,102,114,.,98,99,102
O=C1c2ccccc2C(=O)c2c(OCCN3CCCCC3)cccc21,107,92,96,.,96,85,115,104
O=C(NCN1C(=O)c2cccc3cccc(c23)C1=O)N1CCOCC1,100,97,.,99,106,97,98,73
C/C(=N\NC(=O)CSc1nc2ccccc2c(=O)n1CCc1ccc(S(N)(=O)=O)cc1)c1cccnc1,96,98,83,98,98,87,81,80
COc1cc(CNC(=O)CCCC/C=C/C(C)C)ccc1OCC(=O)NO,88,106,88,102,103,94,104,100
CCC/C(=N/NC(N)=O)C(OC)OC,101,108,91,91,101,102,108,108
COc1cc2cc(Oc3ccc(NC(=O)c4cccc(C(F)(F)F)c4)cc3)c(C)nc2cc1OCCN1CCOCC1,101,86,89,106,94,101,106,66
CCn1cnc(C[C@H](NC(=O)[C@@H](NC(=O)Nc2cc(C(F)(F)F)cc(C(F)(F)F)c2)C(C)C)C(=O)OC)c1,-86*[100 µM],7.4*[100 µM],-95*[100 µM],-98*[100 µM],-95*[100 µM],-86*[100 µM],-90*[100 µM],-78*[100 µM]
N#CC1=C(N)Oc2cc3ccccc3cc2C1c1ccc([N+](=O)[O-])cc1 (configuration not stated),107,97,88,99,111,82,71,90
COc1cccc2c(=O)c3c(sc12)c(NCc1ccccc1)nc1ccccc13,100,91,88,94,100,91,94,86
SMILES,SK-MEL-2,HS 578T,UACC-62,BT-549,UACC-257,LOX IMVI,MALME-3M,T-47D
COc1ccc(NC(=O)/C=C/c2ccc(NC(=O)N3CCOCC3)cc2)cn1,100,99,99,95,105,97,95,101
Cc1cccc(NC(=O)c2ccccc2C)c1,107,112,.,99,.,97,97,97
CCCCC(CC)C(=O)OC(C)C(=O)Nc1ccccc1 (configuration not stated),97,101,97,138,99,97,.,89
C=C(C)[C@@H]1CC[C@]2(C=C(C#N)C#N)CC[C@]3(C)[C@H](CC[C@@H]4[C@@]5(C)CCC(=O)C(C)(C)[C@@H]5CC[C@]43C)[C@@H]12,98,97,72,94,96,80,104,65
CC(C)OC(c1cc2c(cc1Br)OCO2)C(C)Br (configuration not stated),118,106,98,108,.,95,104,91
COc1cccc(/C(O)=C2\C(=O)C(=O)N(CCCn3ccnc3)C2c2cc(OC)c3c(c2)OCO3)c1 (configuration not stated),106,99,107,109,98,99,104,105
CNc1nc2c(s1)C(c1cc(F)ccc1F)CC(=O)N2 (configuration not stated),61,70,50,80,87,73,70,64
CC([N+](=O)[O-])S(=O)(=O)c1ccccc1 (configuration not stated),104,99,97,103,103,99,105,102
CN(C)C(CNc1oc(-c2cccc3ccccc23)nc1C#N)c1ccco1 (configuration not stated),96,90,91,91,99,96,98,72
O=C(CSc1ccc(-c2ccc(Br)cc2)nn1)Nc1nc2ccccc2[nH]1,110,99,95,100,120,79,89,99
N#CC1=C(N)Oc2ccc(O)cc2C1c1c[nH]c2ccccc12 (configuration not stated),103,95,95,105,78,92,108,96
COc1cccc(-c2nc(Nc3ccc(C)c(S(N)(=O)=O)c3)c3ccccc3n2)c1,87,78,63,85,95,34,69,34
O=S(=O)(O)c1cc(N=Nc2ccccc2)c(O)c2ccccc12,99,101,100,96,108,93,97,120
COc1cc(Cn2c(SCC(N)=O)nc3ccccc3c2=O)cc(OC)c1OC,97,109,94,96,102,95,99,104
O=S(=O)(NCCCNc1cc(-c2cn(-c3ccccc3)nc2-c2cccc(O)c2)ccn1)c1cccc(F)c1,66,42,50,45,.,14,38,16
C=CCn1c(C)nc2cc(Nc3nc(Cl)nc4ccccc34)ccc21,100,93,93,95,102,104,122,81
COc1ccc(C2C3=C(COC3=O)N(CCO)c3cc(OC)c(OC)cc32)cc1 (configuration not stated),.,106,107,100,116,101,.,91
COc1cc(C(=O)Nc2ccc3c(c2)OCCO3)cc2c1OCCO2,112,108,99,96,94,98,93,103
O=C(CNc1nc(-c2ccc(Cl)cc2)cs1)Nc1ccc(-c2nc3ccccc3s2)cc1,.,91,92,107,100,96,102,56
COC(=O)[C@@H](Cc1c[nH]c2ccccc12)NC(=O)[C@H](Cc1ccccc1)NCc1cccs1,.,80,79,88,89,95,103,71
COc1ccc(C2Nc3ncnc(N)c3N=C3c4ccccc4C(=O)C32)cc1 (configuration not stated),89,95,117,94,102,93,101,81
O=C1C=CC(=Nc2cc(Cl)c(O)c(Cl)c2)C=C1Cl,104,110,104,88,106,99,108,99
Nc1nc(Nc2ccc(Cl)cc2)n(Cc2cccc(Br)c2)n1,-75*,-26*,-82*,-51*,-16*,-85*,-53*,15
COc1cccc(Oc2nc(Nc3ccc(N4CCOCC4)cc3)ncc2NC(N)=O)c1,98,93,79,89,91,101,104,69
O=[N+]([O-])c1cc(S(=O)(=O)c2ccc(F)c([N+](=O)[O-])c2)ccc1F,112,81,105,107,75,.,132,96

# Only UACC-257, for some of the entries so far:
Molecule | UACC-257
COC(=O)[C@@H](Cc1c[nH]c2ccccc12)NC(=O)[C@H](Cc1ccccc1)NCc1cccs1 | 89
O=C(CSc1ccc(-c2ccc(Br)cc2)nn1)Nc1nc2ccccc2[nH]1 | 120

# Later entries.
SMILES,SK-MEL-2,HS 578T,UACC-62,BT-549,UACC-257,LOX IMVI,MALME-3M,T-47D
NCCCNC1CCCCC1,108,116,107,.,101,102,113,108
CCCCCCN(CCCCCC)C(=O)C(C)O (configuration not stated),111,106,111,96,105,105,98,99
COc1cc(C(=O)NNS(=O)(=O)c2ccccc2)cc(OC)c1OC,123,118,100,148,129,105,111,104
CCCCn1c(O)c(N=NC(=O)c2ccc(S(N)(=O)=O)cc2)c2ccccc21,97,101,95,85,106,105,107,81
Cc1ccc(C)c(Oc2c(/C=N/NC(=O)Cn3c(=O)sc4ccccc43)c(C)nn2-c2ccccc2)c1,88,74,48,.,85,82,72,48
O=C(NCCN1CCOCC1)c1cncnc1Nc1ccc(OCc2cccc(F)c2)c(Cl)c1,110,76,98,83,107,92,81,89
Cc1ccc(-c2ccc(SCC(=O)NCCc3ccc(S(N)(=O)=O)cc3)nn2)cc1,80,79,73,53,45,64,86,43
C/C(=C\CCc1ccoc1)CC/C=C(\C)CCCN1CCCC1,.,80,89,74,85,.,89,51
COc1ccc2c(c1)c(-c1nnc(N)nc1-c1cn(C)c3ccccc13)cn2C,95,91,79,108,94,91,86,82
COc1cc2cc(CN3CCN(c4nccc(-c5ccc(Cl)cc5)n4)CC3)c(=O)[nH]c2cc1OC,93,94,103,96,99,99,102,83
Cc1ccc(N)c2ccccc12,103,103,87,84,105,97,80,103
CN1C[C@H](C(=O)N[C@]2(C)O[C@@]3(O)[C@@H]4CCCN4C(=O)[C@H](Cc4ccccc4)N3C2=O)C[C@@H]2c3cccc4[nH]cc(c34)C[C@H]21,.,98,89,77,101,79,135,90

# Single records (already shown).
# Cc1ccc(N)c2ccccc12 across the screens: SK-MEL-2 = 103; HS 578T = 103; UACC-62 = 87; BT-549 = 84; UACC-257 = 105; LOX IMVI = 97; MALME-3M = 80; T-47D = 103
# C/C(=C\CCc1ccoc1)CC/C=C(\C)CCCN1CCCC1 across the screens: SK-MEL-2 = .; HS 578T = 80; UACC-62 = 89; BT-549 = 74; UACC-257 = 85; LOX IMVI = .; MALME-3M = 89; T-47D = 51

# Among those listed so far, five have a nitro group on carbon.
SMILES,SK-MEL-2,HS 578T,UACC-62,BT-549,UACC-257,LOX IMVI,MALME-3M,T-47D
Cn1c(SCC(=O)c2ccc([N+](=O)[O-])cc2)nc2ccccc2c1=O,108,105,91,98,100,103,106,100
O=C(CCCl)OCc1ccc([N+](=O)[O-])o1,99,106,96,106,97,97,95,95
N#CC1=C(N)Oc2cc3ccccc3cc2C1c1ccc([N+](=O)[O-])cc1 (configuration not stated),107,97,88,99,111,82,71,90
CC([N+](=O)[O-])S(=O)(=O)c1ccccc1 (configuration not stated),104,99,97,103,103,99,105,102
O=[N+]([O-])c1cc(S(=O)(=O)c2ccc(F)c([N+](=O)[O-])c2)ccc1F,112,81,105,107,75,.,132,96

# 3 entries from above, arranged by molecular weight, low to high.
SMILES,SK-MEL-2,HS 578T,UACC-62,BT-549,UACC-257,LOX IMVI,MALME-3M,T-47D
NCCCNC1CCCCC1,108,116,107,.,101,102,113,108
COc1cc(C(=O)NNS(=O)(=O)c2ccccc2)cc(OC)c1OC,123,118,100,148,129,105,111,104
CCCCn1c(O)c(N=NC(=O)c2ccc(S(N)(=O)=O)cc2)c2ccccc21,97,101,95,85,106,105,107,81

# Screening results: PubChem, NCI
